Assay outcomes deposited in PubChem BioAssay by National Center for Advancing Translational Sciences (NCATS).
IL-2 act: activates IL-2 in a cell-based reporter assay. IL-2 activation reporter assay, cell-based qHTS; stimulated with anti-CD3/CD4/CD28 beads; in transgenic mouse T cells. activation, % (series mostly up to about 46 µM). actives 0.065% (n = 360,000). AID 652025; in the data active means activation above about 50%; inconclusive means mostly about 30% to 49%; further: 0% is about no effect
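Unstimulated transgenic mouse T cells, 750 per well, received compound and, after 60 minutes, anti-CD3/anti-CD4 bead plus anti-CD28 stimulation. EGFP and DsRed were quantified after 18 hours.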
EPAC1 ag: activates human EPAC1 exchange factor | O95398 | EPAC1 agonist qHTS, biochemical assay; response scale: 100% = response to 6.5 mM cAMP | Potency, µM (series often up to 154 µM), inactives show top-dose activation, usual class: activators | actives 0.073% (n = 360,000); further: potency means the concentration at half of the fitted maximal effect; nearly all actives have a fitted effect of over 60% in size
Target sequence (O95398 whole entry, looked up): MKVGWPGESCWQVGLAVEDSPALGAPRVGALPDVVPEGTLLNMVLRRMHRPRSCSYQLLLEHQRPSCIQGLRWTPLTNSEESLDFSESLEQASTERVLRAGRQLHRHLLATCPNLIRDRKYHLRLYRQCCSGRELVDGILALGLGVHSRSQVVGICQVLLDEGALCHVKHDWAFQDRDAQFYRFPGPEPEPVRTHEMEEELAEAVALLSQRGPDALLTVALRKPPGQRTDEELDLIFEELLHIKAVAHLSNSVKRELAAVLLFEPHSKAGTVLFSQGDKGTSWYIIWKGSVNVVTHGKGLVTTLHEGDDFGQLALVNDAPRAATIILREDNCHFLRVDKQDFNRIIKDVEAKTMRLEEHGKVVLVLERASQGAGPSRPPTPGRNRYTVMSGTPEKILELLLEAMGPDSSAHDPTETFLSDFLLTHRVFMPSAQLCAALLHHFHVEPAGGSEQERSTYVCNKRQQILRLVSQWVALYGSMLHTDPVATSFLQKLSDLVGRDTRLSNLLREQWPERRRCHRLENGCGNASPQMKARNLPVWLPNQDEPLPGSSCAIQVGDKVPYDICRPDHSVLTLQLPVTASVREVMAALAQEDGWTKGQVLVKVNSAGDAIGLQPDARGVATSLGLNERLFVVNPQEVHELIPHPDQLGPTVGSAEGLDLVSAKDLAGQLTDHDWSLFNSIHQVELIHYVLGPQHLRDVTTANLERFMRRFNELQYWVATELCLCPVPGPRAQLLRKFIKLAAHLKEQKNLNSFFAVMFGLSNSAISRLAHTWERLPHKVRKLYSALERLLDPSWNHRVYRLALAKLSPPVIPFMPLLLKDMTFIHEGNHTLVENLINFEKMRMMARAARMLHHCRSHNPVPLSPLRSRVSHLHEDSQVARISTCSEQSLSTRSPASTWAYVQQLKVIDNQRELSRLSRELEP
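Nucleotide exchange by EPAC1 (100 nM) on Rap1B–BODIPY-GDP (250 nM) in the presence of 50 uM GDP is tracked fluorescently at 480/540 nm over 30 min. Signals are normalized to a 6.5 mM cAMP control.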
FUS yeast rescue: FUS proteinopathy suppression in yeast; S. cerevisiae FUS-expressing, growth rescue, OD600, 24 h; Potency, µM (series often up to 76.6 µM), for inactives: at the highest dose growth rescue (activation), actives largely listed as activators; actives 0.24% (n = 390,000); AID 1347120;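 further: potency means the concentration at half of the fitted maximal effect; plate controls were DMSO vehicle for no effect and reference control for full effect; nearly all actives have a fitted effect of over 55% in size; some results filed as inactive show a strong effect at the top dose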
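Galactose (2%) drives FUS expression in yeast precultured in raffinose; seeding density OD 0.005. Test compounds incubated 24hr at 30C and 99% humidity before absorbance at 600 nm was measured.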
WRN helicase inh: inhibitors of human WRN helicase | Q14191 | WRN helicase unwinding, fluorescent forked duplex, kinetic | actives 0.46% (n = 360,000) | Potency, µM (series often up to 114 µM), without a hit: at the highest dose activity change, negative = inhibition, actives largely listed as inhibitors; further: potency means the concentration at half of the fitted maximal effect; on the % scale 0 is the no-effect control and ±100 the full control effect; nearly all actives have a fitted effect of over 55% in size
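WRN at 20 nM final preincubated with compound 15 min at room temperature; reaction started with 100 nM fluorophore/quencher forked duplex oligonucleotide and 2 mM ATP final. Unwinding followed kinetically by red fluorescence (ex 525, em 598 nm).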
aSyn yeast inh: rescues yeast growth from alpha-synuclein toxicity. Potency, µM (doses to about 46.1 µM), without a hit: top-dose growth rescue (activation), actives largely listed as activators. Yeast expressing alpha-synuclein, growth rescue, BacTiter-Glo, 24 h. actives 0.14% (n = 370,000). AID 652106; further: potency means the concentration at half of the fitted maximal effect; % of control where 0% means no effect; nearly all actives have a fitted effect of over 65% in size
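Screening used galactose-induced yeast with toxic alpha-synuclein levels, exposed to compound for 24 hr at 30 deg C. Cell growth, read with BacTiter-Glo luminescence, gave the measured signal.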
EPAC1 antagonist: EPAC1 (human) antagonism | O95398 | EPAC1 GEF assay, Rap1b-BODIPY-GDP exchange fluorescence | Potency, µM (top dose mostly 115 µM), without a hit: top-dose activity change, negative = inhibition, hits mostly inhibitors | actives 0.14% (n = 360,000) | AID 720709;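 further: potency means the concentration at half of the fitted maximal effect; plate controls were vehicle for no effect and positive control for full effect; nearly all actives have a fitted effect of over 50% in size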
PI5P4K alpha inh: inhibitors of human PI5P4K alpha; P48426; PI5P4Kalpha enzyme, ADP-Glo luminescence, 60 min; active compounds read low; max response, %; actives 1.2% (n = 330,000); AID 652105; active means max response of -50% or lower; inconclusive means between -30% and -50%; inactive means -30% or higher; further: value at the top dose of about 77 µM; on the % scale 0 is the no-effect control and ±100 the full control effect
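ADP-Glo luminescence end-point read after a 60 min room-temperature kinase reaction of PI5P4Kalpha plus substrate, initiated with ATP at 5 microM final. Buffer: 0.038 M HEPES pH 7.4, EGTA, 0.1% CHAPS, 5% DMSO.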
Abeta yeast res: restores growth of yeast expressing A-beta42 peptide. yeast expressing A-beta42, growth rescue, OD600, 48 h; response scale: 0% DMSO, 100% iron-clioquinol control. Potency, µM (series often up to 46.1 µM), inactives show at the top dose growth rescue, hits mostly activators. actives 0.063% (n = 410,000); further: potency means the concentration at half of the fitted maximal effect; nearly all actives have a fitted effect of over 55% in size
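Yeast growth medium received pinned compounds, then yeast cells expressing toxic A-beta were added; plates incubated at 30 C for 48 hr. Growth read as absorbance at 600 nm, normalized to DMSO and equimolar FeCl3 plus clioquinol controls.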
PLK1 PBD inh: blocks phosphopeptide binding to human PLK1 polo-box domain | P53350 | Plk1 PBD binding of FITC phosphopeptide, fluorescence polarization | Potency, µM, inactives show max response, negative = inhibition, most hits filed as inhibitors | actives 2.8% (n = 360,000) | AID 720504; further: potency means the concentration at half of the fitted maximal effect; series mostly up to about 57 µM; on the % scale 0 is the no-effect control and ±100 the full control effect; nearly all actives have a fitted effect of over 65% in size
An asterisk follows results filed as active; u = inconclusive; x = no result given; [ ] = remark or other dose. Unless noted, the call rests on the fitted dose curve; in most records, active means well fitted curve in the direction sought with a large enough effect; inconclusive means small, poorly fitted or top-dose-only effect, or another doubt; inactive means no such curve, though single readings can be large; an effect the other way counts as inactive or inconclusive.

smiles	IL-2 act	EPAC1 ag	FUS yeast rescue	WRN helicase inh	aSyn yeast inh	EPAC1 antagonist	PI5P4K alpha inh	Abeta yeast res	PLK1 PBD inh
O=C(Nc1cccnc1)c1cc2cc(Br)ccc2o1	-0.1	11%	-3%	-10%	-9%	4%	1	16%	-10%
Cc1ccc2c(c1)c1c(n2CC(O)CN2CCC(C)CC2)CCCC1 (stereo not drawn)	0.9	-13%	18%	-4%	-3%	-11%	4	x	-10%
O=C1CC2(CCN(C(=O)C3CC(=O)N(c4ccccc4)C3)CC2)Oc2ccccc21 (stereo not drawn)	-5.2	6%	15%	0%	0%	8%	-18	-3%	-12%
O=C(c1cccc(Cl)c1)N1CCC(C(=O)N2CCN(Cc3ccccc3)CC2)CC1	-3.4	-1%	x	-20%	-1%	3%	-1	-14%	-5%
Cc1nn(-c2ncc(C(F)(F)F)cc2Cl)c(=O)n1-c1cccc(Cl)c1	0.6	-4%	9%	-1%	8%	-3%	1	1%	-4%
CCOC(=O)c1cc2cc3ccccc3cc2oc1=O	-0.2	14%	-8%	-4%	-2%	-11%	-1	-5%	-3%
COc1cc2cc(CN(CCCO)S(=O)(=O)c3ccccc3Cl)c(=O)[nH]c2cc1OC	1.2	-11%	4%	4%	-12%	7%	x	18%	-2%
CC(OC(=O)c1cc2sccc2n1C)C(=O)NCc1cccs1 (stereo not drawn)	-1.4	-4%	18%	-3%	5%	20%	x	-8%	-9%
COc1ccc(N2C(=O)CN=C2Nc2cccc(C)c2C)cc1OC	5.6	0%	14%	-10%	0%	-19%	2	-24%	-6%
COC(=O)C1CCN(C(=O)C(C)Oc2ccc(Cl)cc2Cl)CC1 (stereo not drawn)	-1.0	-14%	7%	1%	2%	2%	x	0%	2%
S=C(Nc1ccccc1Cl)N1CCCC1	0.5	9%	-20%	-2%	3%	-7%	0	5%	-2%
CCOC(=O)c1cnn(-c2nc3c(C)cccc3s2)c1C(F)(F)F	-0.2	-13%	-6%	-3%	-24%	-6%	24	1%	4%

Next structures follow.
smiles	IL-2 act	EPAC1 ag	FUS yeast rescue	WRN helicase inh	aSyn yeast inh	EPAC1 antagonist	PI5P4K alpha inh	Abeta yeast res	PLK1 PBD inh
Cc1ccc(N(CC(=O)N2CCOCC2)S(C)(=O)=O)cc1Cl	0.0	3%	-20%	-1%	3%	-1%	-2	7%	-9%
O=C(Nc1ccccc1-c1nnn(CC(=O)N2CCOCC2)n1)c1ccccc1F	-0.7	2%	-1%	2%	-6%	-1%	-2	-5%	-8%
COc1ccccc1N1CCN(C(=O)CSc2ncnc3scc(-c4ccccc4)c23)CC1	-0.3	10%	x	-36%	0%	-1%	-21	-14%	15µM*
CN(C)CCNC(=O)COc1ccc(C23CC4CC(CC(C4)C2)C3)cc1	-2.9	4%	8%	-12%	-9%	-9%	8	-6%	-13%
CSCCC(NC(=O)OCc1ccccc1)NC(=O)OCc1ccccc1	-0.4	15%	-1%	-1%	-9%	-20%	7	-9%	-2%
COCCCNC(=O)CCSc1ccc(Cl)cc1	-0.3	9%	19%	3%	-8%	-2%	x	8%	-8%
CC(CN1CCCCC1)OC(=O)c1ccc(Cl)cc1 (stereo not drawn)	2.5	-7%	-8%	5%	-13%	10%	-2	2%	-6%
COC(=O)CCSCC(=O)N1N=C(c2ccc(Br)cc2)CC1c1cccc(OC)c1OC (stereo not drawn)	-0.9	3%	-3%	-8%	1%	-2%	7	-3%	-1%
Cc1ccc[n+](CC(=O)c2ccc(Br)cc2)c1	0.5	21%	-5%	4%	1%	14%	4	0%	-11%
O=C(NCc1ccncc1)c1cccc(F)c1	-1.1	-5%	31%	1%	0%	7%	x	-1%	-3%
Cc1c(NC(=S)NC(=O)C(C)(C)C)cccc1[N+](=O)[O-]	-4.8	-8%	9%	3%	1%	-12%	7	21%	-10%
CCOC(=O)C1=C(COC(=O)c2ccc(OC)c(S(=O)(=O)N3CCOCC3)c2)NC(=O)NC1C (stereo not drawn)	-0.2	-2%	27%	-2%	0%	2%	-4	1%	0%

(listing goes on)
smiles	IL-2 act	EPAC1 ag	FUS yeast rescue	WRN helicase inh	aSyn yeast inh	EPAC1 antagonist	PI5P4K alpha inh	Abeta yeast res	PLK1 PBD inh
COc1cc(/C=N/NC(=O)c2ccc(Cl)c(S(N)(=O)=O)c2)ccc1OCC(N)=O	0.8	2%	39%	u	-1%	-20%	-4	-9%	-17%
C=CCn1c(C)nc2ccccc2c1=O	-0.1	3%	-32%	5%	-1%	-8%	2	-3%	-4%
COc1ccc(CN2C(=O)C(CC(C)C)Nc3ncnc(N4CCOCC4)c32)cc1 (stereo not drawn)	-0.1	-9%	4%	4%	8%	-2%	-3	13%	-18%
Cc1cc(OC(=O)N2CCOCC2)cc(C)c1Cl	3.8	-1%	12%	3%	7%	9%	-6	-36%[inhibitor]	-11%
CCCCN(C(=O)CCNC(=O)NC12CC3CC(CC(C3)C1)C2)c1c(N)n(CCCC)c(=O)[nH]c1=O	-0.6	-9%	u	-7%	0%	1%	2	1%	-5%
O=C(NCC1CCCO1)c1ccc(NC(=O)c2cccc(Br)c2)cc1 (stereo not drawn)	1.2	0%	-1%	4%	-8%	10%	-2	-4%	-1%
Cc1ccc(-c2nc(C(=O)NCC3CCCO3)cc3c2[nH]c2ccccc23)cc1 (stereo not drawn)	-0.4	2%	41%	-5%	u	-10%	2	-2%	-8%
COc1ccc(C(=O)/C=C/c2ccc(OCc3ccccc3)cc2)cc1CSCC(=O)O	-2.3	2%	u	u	-73%[inhibitor]	u	-21	-91%[inhibitor]	24µM*
CCOc1cc(NC(=O)c2cccs2)c(OCC)cc1NC(=O)c1ccccn1	-1.9	3%	25%	-2%	-6%	-6%	0	-9%	-16%
N#Cc1c(N)nc2c(c1N)CC(CCl)O2 (stereo not drawn)	0.0	12%	-4%	-12%	-12%	-14%	20	-5%	-6%
COc1ccccc1C(=O)Nc1ccc2c(c1)CCCN2C(=O)c1ccccc1	-3.2	-4%	12%	-4%	-21%	-13%	-21	-7%	24µM*
O=C1CC(N2CCc3ccccc32)C(=O)N1c1ccccc1 (stereo not drawn)	0.5	-6%	5%	-6%	0%	-7%	-3	21%	-3%

3 records picked at random from the list so far:
smiles	IL-2 act	EPAC1 ag	FUS yeast rescue	WRN helicase inh	aSyn yeast inh	EPAC1 antagonist	PI5P4K alpha inh	Abeta yeast res	PLK1 PBD inh
O=C1CC(N2CCc3ccccc32)C(=O)N1c1ccccc1 (stereo not drawn)	0.5	-6%	5%	-6%	0%	-7%	-3	21%	-3%
COc1ccc(C(=O)/C=C/c2ccc(OCc3ccccc3)cc2)cc1CSCC(=O)O	-2.3	2%	u	u	-73%[inhibitor]	u	-21	-91%[inhibitor]	24µM*
Cc1ccc(-c2nc(C(=O)NCC3CCCO3)cc3c2[nH]c2ccccc23)cc1 (stereo not drawn)	-0.4	2%	41%	-5%	u	-10%	2	-2%	-8%

(continued)
smiles	IL-2 act	EPAC1 ag	FUS yeast rescue	WRN helicase inh	aSyn yeast inh	EPAC1 antagonist	PI5P4K alpha inh	Abeta yeast res	PLK1 PBD inh
C=CCOc1ccc(/C=N/NC(=O)CN2CCCCC2)cc1OC	0.5	0%	-7%	-3%	0%	-10%	2	7%	-11%
O=C(N/N=C/c1cccnc1)c1cccc(Br)c1	0.2	2%	-37%	8%	0%	11%	4	0%	2%
Cc1cc(C)cc(OCC(=O)Nc2ccc(CN3CCCCC3)cc2)c1	-1.1	4%	-1%	6%	2%	5%	-3	-1%	-8%
O=C1C2C(c3ccccc3)=NN(c3ccccc3)C2C(=O)N1c1ccccc1 (stereo not drawn)	0.1	1%	4%	-8%	0%	-7%	5	10%	-7%
O=C(c1ccc(F)cc1)c1cc2ccccc2o1	-0.1	11%	-6%	-5%	0%	-2%	x	-6%	-1%
CS(=O)(=O)c1ccccc1-c1nnc(-c2ccc(Cl)cc2)o1	-1.1	6%	0%	-1%	-6%	13%	0	-21%	-9%
C/C(=N\O)c1cc(Cl)cc(Cl)c1O	-0.7	0%	-17%	-23%	u	-3%	3	-12%	3%
O=c1oc(-c2ccccc2)nc2c1C1(CCCCC1)Cc1ccccc1-2	0.0	4%	u	-1%	-1%	-3%	1	-10%	-7%
O=C(NCC1CCCO1)C1CCC(N2C(=O)c3ccccc3C2=O)CC1 (stereo not drawn)	-0.1	6%	3%	-3%	-6%	-3%	x	-15%	-6%
Cc1cccc(NC(=S)NNC(=O)CCn2cc(C)cn2)c1	2.3	-5%	7%	0%	-8%	-2%	x	-8%	-3%
CC(C)=CCN1CCC(n2nccc2NC(=O)c2ccccc2Cl)CC1	-2.0	-13%	12%	0%	-1%	7%	4	-20%	-3%
O=C(Cc1cccs1)N[C@@H]1c2ccccc2CC[C@@H]1OCc1ccccc1	2.1	-7%	-23%	0%	-3%	0%	1	7%	-12%

(listing goes on)
smiles	IL-2 act	EPAC1 ag	FUS yeast rescue	WRN helicase inh	aSyn yeast inh	EPAC1 antagonist	PI5P4K alpha inh	Abeta yeast res	PLK1 PBD inh
Cc1nn(-c2cccc(Cl)c2)c2c1C(c1ccncc1)C(C#N)=C(N)O2 (stereo not drawn)	5.1	-9%	u	-31%	-8%	-1%	-16	-1%	u
CCOC(=O)c1[nH]c2ccccc2c1NC(=O)COC	1.9	-10%	-19%	-3%	1%	-5%	7	25%	3%
COc1cccc(C(=O)NOCc2ccccc2)c1OC	-0.5	14%	-22%	3%	5%	0%	-6	1%	-2%
COc1cc(OC)c(OC)cc1/C=C/c1cc(C(F)(F)F)[nH]c(=O)n1	2.2	8%	0%	-11%	-1%	3%	-2	-2%	-12%
CC1CC(C)CN(CCCCOc2ccc([N+](=O)[O-])cc2)C1 (stereo not drawn)	-0.2	-9%	x	4%	2%	-14%	-3	7%	-11%
